High-throughput results as filed in PubChem.
Rac1 GTP hydrolysis – MgcRacGAP GTPase-activating activity inhibitors, confirmation, biochemical, ADP Hunter fluorescence; 0.6% of 340,000 active; inhibition, % at 30 µM; hits with a dose series show IC50 in µM; MgcRacGAP-stimulated Rac1 GTP hydrolysis, ADP Hunter fluorescence; higher % means a stronger effect; GST-tagged Rac1 F28L mutant substrate;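 active means first-screen hits whose inhibition reached a set limit at any dose in the follow-up dose series; inconclusive means inhibition above the set first-screen limit but never retested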;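 further: fluorescence reports GDP produced by GAP-driven GTP hydrolysis; strong numbers were not always called active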
RSV CPE inhibition – RSV antiviral activity via CPE protection, HEp-2 cells, primary 10 µM value included (AID 2391); HEp-2 cells, RSV-induced CPE inhibition; higher % means a stronger effect; CPE inhibition, % at 10 µM, or IC50 in µM where a hit was titrated; 0.13% of 310,000 active; in the data active means a potency from the dose series; inconclusive means CPE inhibition mostly from about 23% at the one dose, without a potency; inactive means the rest, 99 in 100 with CPE inhibition below about 21%; further: strong numbers were not always called active
Siah-1 displacement – blockers of Siah-1 interaction with plectin peptide – biochemical, fluorescence polarization, rhodamine-plectin, uHTS, primary screen (AID 1817); Siah-1 / rhodamine-plectin peptide fluorescence polarization; higher % means a stronger effect; one-dose displacement, % at 20 µM; IC50 in µM for titrated hits; 0.02% of 290,000 active;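 active means displacement of at least 50% at 20 µM, with a fluorescence ratio check between 0.3 and a set limit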;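 further: plate controls were Siah plus tracer with DMSO for no effect and tracer alone without Siah for full effect; strong numbers were not always called active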
Dengue-2 NS5 capping – Dengue-2 NS5 methyltransferase inhibitors, primary screen, biochemical, confirmation dose response (AID 588689) | Dengue-2 NS5 methyltransferase capping enzyme assay, biochemical; higher % means a stronger effect | one-dose inhibition, % at 25 µM; IC50 in µM for titrated hits | 0.3% of 340,000 active; in the data active means a potency from the dose series; inconclusive means inhibition above about 29% without an active follow-up result
NTR1 ag – NTR1-driven beta-arrestin-GFP spot formation – imaging, U2OS cells, high content, primary screen (AID 493036); 0.17% of 330,000 active; activation, % at 20 µM; P30989; agonist mode;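 active means activation at or above 40% of the spot to cytoplasm intensity ratio, with at least 20 cells analyzed; inconclusive means wells under 20 cells, flagged as cytotoxic or low count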;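 further: 0% = DMSO without peptide and 100% = 100 nM NTR1 peptide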
Target sequence (P30989 whole entry, looked up): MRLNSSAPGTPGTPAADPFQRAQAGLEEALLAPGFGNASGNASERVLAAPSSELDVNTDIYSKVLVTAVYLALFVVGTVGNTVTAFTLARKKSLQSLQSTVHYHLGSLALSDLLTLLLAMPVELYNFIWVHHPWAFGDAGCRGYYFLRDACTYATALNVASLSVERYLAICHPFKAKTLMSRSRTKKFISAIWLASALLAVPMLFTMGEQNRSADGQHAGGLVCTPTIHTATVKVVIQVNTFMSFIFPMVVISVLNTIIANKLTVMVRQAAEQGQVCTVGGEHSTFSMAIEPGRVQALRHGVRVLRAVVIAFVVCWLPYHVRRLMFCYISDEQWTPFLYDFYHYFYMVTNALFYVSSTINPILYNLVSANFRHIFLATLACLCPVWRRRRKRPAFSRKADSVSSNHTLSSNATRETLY
UTI89 phage lysis – protection from phage-mediated lysis, alamar blue read-out – E. coli UTI89, K1F phage, bacterial capsule biogenesis inhibitors (AID 488966) | E. coli UTI89 K1F phage lysis, alamar blue, 2 h; higher % means a stronger effect | one-dose inhibition, % at 100 µM; IC50 in µM for titrated hits | 0.02% of 340,000 active;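 active means phage lysis inhibition, versus mean bacterial control, above a set limit; inconclusive means no clear call, values can overlap the other calls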;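 further: capsule biogenesis inhibitors block K1F phage lysis so surviving cells raise fluorescence; higher fluorescence means more inhibition of phage lysis; actives were called in the ten point dose series up to 300 µM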
SV40 large T antigen – TAg ATPase/helicase activity blockers – biochemical (AID 1903); SV40 large T antigen ATPase/helicase inhibition assay; higher % means a stronger effect; inhibition, % at 20 µM, or IC50 in µM where a hit was titrated; 0.39% of 310,000 active; in the data active means a potency from the dose series; inconclusive means inhibition mostly from about 32% at the one dose, without a potency; inactive means the rest, 99 in 100 with inhibition below about 32%; further: strong numbers were not always called active
West Nile virus CPE – inhibition of WNV-induced cytopathic effect – cell-based, CPE readout (AID 1621); West Nile virus-infected cells, CPE inhibition; higher % means a stronger effect; CPE inhibition, % at 10 µM, or IC50 in µM where a hit was titrated; 0.02% of 290,000 active; in the data active means a potency from the dose series; inconclusive means CPE inhibition mostly from about 3.7% at the one dose, without a potency; inactive means the rest, 99 in 100 with CPE inhibition below about 2.2%; further: strong numbers were not always called active
AID2073 – inhibitors of Mint1-CaV2.2 protein interaction, biochemical, HTRF (AID 2073). HTRF protein-protein interaction, Mint1-CaV2.2; higher % means a stronger effect. one-dose inhibition, % at 20 µM; IC50 in µM for titrated hits. 0.19% of 290,000 active; in the data active means inhibition mostly above about 51%, no sharp cut-off; inconclusive means no clear call, values can overlap the other calls; inactive means mostly below about 53%; further: some results filed as inactive read as strong as hits
NTR1 ag cell count 20 µM – second read-out of NTR1 ag, no call of its own (marks repeat the call); cell count; measured here: cell count, cytotoxicity flag
Starred values were filed as active, the others as inactive; ? = inconclusive; . = not tested or not shown; [ ] = dose if it differs, or a comment. No enrichment for hits (roughly 1.6% active in at least one column).

cpd	SMILES	Dengue-2 NS5 capping	Siah-1 displacement	NTR1 ag	West Nile virus CPE	SV40 large T antigen
1	Cc1cc(C)cc(NC2=CC(=O)CC(c3ccco3)C2)c1 (stereo not drawn)	-2%	-1%	-0.3	-0.5%	24%
2	COc1cc(/C=C2/C(=O)NN(c3ccc(F)cc3)C2=O)cc(Cl)c1O	-28%	-3%	2.7	0.1%	?
3	COc1ccc(CNC(=O)Cc2c(C(=O)O)[nH]c3ccccc23)cc1	-1%	-4%	0.1	0.5%	5%
4	COc1ccc(-c2nc(CS(=O)CC(=O)NCc3ccc4c(c3)OCO4)c(C)o2)cc1OC (stereo not drawn)	-17%	-5%	-0.6	-0.3%	12%
5	Cn1c(SCC(=O)N(C2CCCCC2)C2CCCCC2)nnc1-c1cccs1	-2%	-2%	0.4	0.1%	7%
6	O=C(CSCc1ccccc1)Nc1ccc2c(c1)OCO2	-1%	-6%	-2.0	-0.1%	-3%
7	Cn1c(Cn2c(C(F)(F)F)nc3ccccc32)nc2ccccc21	-3%	-1%	-0.7	-0.1%	15%
8	CCN(CC)CCNC(=O)c1cc(Nc2ccc(OC)c(OC)c2)nc2ccccc12	-3%	2%	-0.1	-0.5%	10%
9	CCOC(=O)COc1nc(N(C)C)nc(N(C)C)n1	.	-2%	-1.7	0.0%	6%
10	COc1ccc(NC(=O)CNC(=O)c2cccs2)cc1Cl	1%	2%	-1.1	-0.5%	8%
11	CC(C)(C)CNC(=O)c1cccc2c1C(=O)c1ccc(N3CCCC3)cc1S2(=O)=O	?	.	3.0	.	.
12	CCCSc1nc(=O)n2cc(C)ccc2n1	-11%	0%	1.4	0.0%	-7%
13	CCC(C)NC(C(=O)Nc1ccc(Cl)c([N+](=O)[O-])c1)c1ccccc1 (stereo not drawn)	-11%	6%	3.1	-0.8%	11%
14	Cc1ncc(CN2CCN(C3CCCC3)C(CCO)C2)s1 (stereo not drawn)	-8%	1%	0.5	0.5%	23%
15	Cc1cccc(C)c1NC(=O)CN(C)C(=O)c1cccc(NS(=O)(=O)c2ccccc2)c1	-4%	.	1.0	.	9%

cpd	UTI89 phage lysis	Rac1 GTP hydrolysis	NTR1 ag cell count 20 µM	AID2073	RSV CPE inhibition
1	-0.2%	7%	91	-8%	1.5%
2	1.1%	20%	94	7%	0.5%
3	3.4%	2%	53	-2%	0.3%
4	0.0%	3%	68	-4%	6.5%
5	0.6%	5%	49	8%	-1.1%
6	0.9%	2%	45	-4%	-0.1%
7	4.5%[50 µM]	7%	56	0%	9.9%
8	1.1%[50 µM]	21%	54	-4%	0.8%
9	0.9%	4%	50	0%	1.0%
10	0.2%	10%	65	0%	0.2%
11	0.0%	5%	68	.	.
12	-0.9%	4%	71	-22%	1.1%
13	0.3%[50 µM]	21%	47	30%	2.4%
14	0.5%	11%	65	-6%	1.5%
15	0.9%[50 µM]	0%	46	.	-1.0%

Single records (already shown). Order of values: Dengue-2 NS5 capping	Siah-1 displacement	NTR1 ag	West Nile virus CPE	SV40 large T antigen	UTI89 phage lysis	Rac1 GTP hydrolysis	NTR1 ag cell count 20 µM	AID2073	RSV CPE inhibition
`CC(C)(C)CNC(=O)c1cccc2c1C(=O)c1ccc(N3CCCC3)cc1S2(=O)=O` reads ?	.	3.0	.	.	0.0%	5%	68	.	.
`Cc1cc(C)cc(NC2=CC(=O)CC(c3ccco3)C2)c1` (stereo not drawn) reads -2%	-1%	-0.3	-0.5%	24%	-0.2%	7%	91	-8%	1.5%

As a short view, some entries already given:
cpd	SMILES	Dengue-2 NS5 capping	Siah-1 displacement	NTR1 ag	West Nile virus CPE	SV40 large T antigen
14	Cc1ncc(CN2CCN(C3CCCC3)C(CCO)C2)s1 (stereo not drawn)	-8%	1%	0.5	0.5%	23%
15	Cc1cccc(C)c1NC(=O)CN(C)C(=O)c1cccc(NS(=O)(=O)c2ccccc2)c1	-4%	.	1.0	.	9%

cpd	UTI89 phage lysis	Rac1 GTP hydrolysis	NTR1 ag cell count 20 µM	AID2073	RSV CPE inhibition
14	0.5%	11%	65	-6%	1.5%
15	0.9%[50 µM]	0%	46	.	-1.0%

Next section.
cpd	SMILES	Dengue-2 NS5 capping	Siah-1 displacement	NTR1 ag	West Nile virus CPE	SV40 large T antigen
16	CCCn1c2ccccc2c2nnc(SCCN3CCOCC3)nc21	-2%	5%	-0.1	-1.7%	8%
17	COc1ccc(-c2oc3cc(OC)c(O)c(OC)c3c(=O)c2OC)cc1O	-10%	-3%	1.1	0.0%	?
18	CCC(C(=O)OCC(=O)Nc1cccc(S(=O)(=O)NC2=NCCCCC2)c1)c1ccccc1 (stereo not drawn)	.	-4%	2.2	-0.4%	2%
19	CC(C)c1cc(C(=O)N/N=C/C=C/c2ccccc2)n[nH]1	-6%	-1%	-2.7	-0.7%	2%
20	CCOCC(=O)Nc1nc2ccc(C)cc2s1	3%	2%	0.0	-0.1%	0%
21	C=CCn1c(NC(=O)c2ccccc2Cl)c(C#N)c2nc3ccccc3nc21	-39%	0%	-1.2	0.2%	-25%
22	O=C1c2ccccc2C(=O)C1c1ccc(Cl)cc1	-7%	-2%	-0.4	0.7%	16%
23	Cc1ccc(C)c(NC(=O)/C(C#N)=C/c2ccc[nH]2)c1	-2%	3%	2.0	-1.0%	11%
24	COc1ccc(CNC(=O)c2sc3nc4c(c(C(F)(F)F)c3c2N)CCC4)cc1	.	1%	4.7	-0.2%	17%
25	COc1cc(OC)cc(C(=O)NCC(=O)OCc2cc(=O)oc3cc(OC)ccc23)c1	8%	9%	-0.1	-0.2%	9%
26	COc1ccc(NC(=O)CN2C(=O)NC3(CCCCC3C)C2=O)cc1S(=O)(=O)N1CCOCC1 (stereo not drawn)	4%	.	-0.6	.	.
27	COc1ccc(N/C=C/C(=O)c2ccc(C)cc2)c([N+](=O)[O-])c1	8%	.	-0.1	-0.4%	.
28	Cc1cc(C)c2c(N)c(C(=O)N3CCCCCC3)sc2n1	-7%	4%	0.0	0.2%	-2%
29	Cc1cc2cc(CNC(=O)c3ccc(S(=O)(=O)N4CCOCC4)cc3)ccc2n1C	24%	4%	0.0	0.1%	9%
30	NC(=O)CSc1nnc(-c2ccc([N+](=O)[O-])cc2)o1	4%	0%	0.9	0.2%	11%

cpd	UTI89 phage lysis	Rac1 GTP hydrolysis	NTR1 ag cell count 20 µM	AID2073	RSV CPE inhibition
16	0.0%	14%	47	-29%	3.1%
17	0.3%	?	84	4%	-1.7%
18	.	.	47	3%	3.0%
19	-0.2%	6%	101	9%	3.5%
20	-0.2%	4%	54	0%	1.9%
21	-0.9%	5%	89	27%	6.5%
22	1.3%	7%	58	11%	1.0%
23	0.1%	7%	70	-7%	10%
24	.	.	57	1%	?
25	0.0%	12%	54	14%	0.9%
26	1.0%	10%	53	.	.
27	0.3%	9%	97	.	2.9%
28	1.2%	5%	83	-11%	0.5%
29	1.0%	15%	59	33%	0.4%
30	-5.8%	-3%	47	-18%	0.2%

The listing continues.
cpd	SMILES	Dengue-2 NS5 capping	Siah-1 displacement	NTR1 ag	West Nile virus CPE	SV40 large T antigen
31	Cc1cc(/C=C(/C#N)c2nc3ccccc3[nH]2)c(C)n1-c1cccc([N+](=O)[O-])c1	-1%	-3%	2.6	0.7%	15%
32	COC(=O)C1=C(C)N(c2cccc(OC)c2)C(=O)/C1=C\c1ccco1	-1%	4%	3.4	-0.8%	29%
33	Cc1cccc(Nc2c(F)c(F)c(F)c(F)c2C(=O)O)c1	-1%	0%	-0.3	0.6%	5%
34	COc1ccc2c(c1OC)C(=O)N(c1ccc(F)cc1)C2	-3%	-1%	0.9	0.0%	5%
35	N#CCc1nc2ccc(S(=O)(=O)N3CCOCC3)cc2s1	-80%	13%	-2.8	0.2%	25%
36	COCC(C)NC(=O)c1noc2c1CCc1cc(OC)ccc1-2 (stereo not drawn)	-8%	0%	0.6	0.2%	-1%
37	CC(=O)N(c1ccc2oc(=O)sc2c1)S(=O)(=O)c1ccccc1	4%	6%	-0.5	-0.4%	30µM*
38	CCC(C)Nc1nnc(SCC(=O)c2c(N)n(C3CC3)c(=O)[nH]c2=O)s1 (stereo not drawn)	-1%	.	5.6	.	.
39	COC(=O)C1=C(CS(=O)(=O)c2ccc(Cl)cc2)NC(=O)NC1c1ccc(O)c(OC)c1 (stereo not drawn)	2%	10%	-1.0	-0.6%	12%
40	COc1cc(NC(=O)COC(=O)c2cc(S(=O)(=O)N3CCOCC3)ccc2F)cc(OC)c1	-8%	.	3.8	.	.
41	CCCn1nnnc1SCC(=O)NCc1cccs1	-2%	-2%	-1.3	-0.4%	17%

cpd	UTI89 phage lysis	Rac1 GTP hydrolysis	NTR1 ag cell count 20 µM	AID2073	RSV CPE inhibition
31	0.1%	8%	46	7%	40%
32	0.7%[50 µM]	3%	66	7%	0.7%
33	-0.3%	14%	38	0%	-0.7%
34	0.2%	6%	82	8%	?
35	0.1%	15%	68	16%	0.9%
36	5.7%	-4%	65	6%	4.5%
37	0.1%	26%	59	-11%	0.0%
38	-2.9%	2%	49	.	.
39	-0.1%	0%	62	-6%	2.2%
40	1.3%	3%	51	.	.
41	1.4%	6%	58	-7%	1.0%

Three compounds picked at random from the list so far, as already listed:
cpd	SMILES	Dengue-2 NS5 capping	Siah-1 displacement	NTR1 ag	West Nile virus CPE	SV40 large T antigen
41	CCCn1nnnc1SCC(=O)NCc1cccs1	-2%	-2%	-1.3	-0.4%	17%
29	Cc1cc2cc(CNC(=O)c3ccc(S(=O)(=O)N4CCOCC4)cc3)ccc2n1C	24%	4%	0.0	0.1%	9%
6	O=C(CSCc1ccccc1)Nc1ccc2c(c1)OCO2	-1%	-6%	-2.0	-0.1%	-3%

cpd	UTI89 phage lysis	Rac1 GTP hydrolysis	NTR1 ag cell count 20 µM	AID2073	RSV CPE inhibition
41	1.4%	6%	58	-7%	1.0%
29	1.0%	15%	59	33%	0.4%
6	0.9%	2%	45	-4%	-0.1%
